Screens from PubChem.
ATXN2 expr inh – inhibitors of ATXN2 expression. 360,000 compounds, 0.72% hits. HEK-293 ATXN2-luciferase reporter, luminescence, 24 h. Potency, µM (series often up to 57 µM), for the others: at the top dose activity change, negative = inhibition, hits mostly inhibitors. AID 1745845; further: potency means the concentration at half of the fitted maximal effect; on the % scale 0 is the no-effect control and ±100 the full control effect; nearly all actives have a fitted effect of over 55% in size
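qHTS (up to 57 uM final) was run with 24 h compound exposure of reporter cells at 37 °C. Each well was multiplexed: SteadyGlo luminescence measured ATXN2-luciferase expression after a fluorogenic Gly-Phe-AFC viability readout (25 uM final).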
TGFb inhibitor – inhibitors of TGF-b signaling; HepG2 CAGA-GFP TGF-b/SMAD3 reporter, GFP fluorescence, 18 h; TGF-beta stimulated, 500 pg/mL final; Potency, µM (highest dose often 46.1 µM), without a hit: at the highest dose activity, negative = inhibition, hits mostly inhibitors; 410,000 compounds, 1.2% hits; further: potency means the concentration at half of the fitted maximal effect; on the % scale 0 is the no-effect control and ±100 the full control effect; nearly all actives have a fitted effect of over 65% in size
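Per well, imaged GFP fluorescence of HEPG2 CAGA-GFP cells gives the signal; cells get compound, then TGF-beta (500 pg/mL final), 18 h at 37 degrees C; %Activity versus -TGF-beta and +DMSO controls.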
A549 tox – counter-screen for Nrf2 inhibitors: cytotoxicity in A549 cells; A549 ARE-Fluc cells, CellTiter-Fluor viability, 18-24 h; Potency, µM (doses to about 46 µM), without a hit: at the highest dose activity change, negative = cytotoxicity, actives largely listed as inhibitors; 390,000 compounds, 0.16% hits; further: potency means the concentration at half of the fitted maximal effect; on the % scale 0 is the no-effect control and ±100 the full control effect
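Cytotoxicity counterscreen: CellTiter-Fluor fluorescence was measured in A549 ARE_Fluc cells after 18-24 h of compound exposure in a concentration series. The subsequent BugLite luminescent read reports ARE-luciferase activity.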
MCF10A rereplic – inducers of DNA re-replication in MCF 10A breast cells. MCF 10A DNA re-replication, Hoechst nuclear intensity, 48 h. Potency, µM (titrated, usually from 46.1 µM), without a hit: at the top dose activity, positive = re-replication, most hits filed as activators. 350,000 compounds, 2.9% hits; further: potency means the concentration at half of the fitted maximal effect; % of control where 0% means no effect; nearly all actives have a fitted effect of over 50% in size
IL-1B inflam inh – inflammasome signaling inhibition, IL-1 beta readout; THP-1 LPS/ATP IL-1B secretion, AlphaLISA, 16 h; hits give low values; activity change, % at 57.5 µM; 360,000 compounds, 4.7% hits; AID 743279; in the data active means activity change below about -50%; inconclusive means mostly about -30% to -49%; further: on the % scale 0 is the no-effect control and ±100 the full control effect
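THP-1 cells pretreated 1 hr with compounds (up to 57.5 uM final), then stimulated with LPS (250 ng/mL final) plus ATP (1.25 mM final); secreted IL-1B measured by AlphaLISA after 16 hr, decreased signal indicating inhibition.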
HepG2 viability – HepG2 cytotoxicity, counter-screen for TGF-b inhibitors. HepG2 CAGA-GFP viability, ATP luminescence, 18 h. Potency, µM (doses to about 46.1 µM), inactives show at the top dose activity change, negative = cytotoxicity, actives largely listed as cytotoxic. 410,000 compounds, 0.76% hits. AID 588856; further: potency means the concentration at half of the fitted maximal effect; some results filed as inactive show a strong effect at the top dose
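HepG2 CAGA-GFP cells (1000/well, DMEM with 1% FBS) received compound, then TGF-beta at 500 pg/mL final, and were incubated 18 hours at 37 degrees C. Viability was read by CellTiter-Glo luminescence. Media-only wells were set as complete cell-killing and DMSO as no toxicity.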
S2 tox – viability counter-screen for ATXN expression inhibitors; S2 cells (HEK-293 line with an ATXN2-luciferase reporter) viability, CellTiter-Fluor protease fluorescence, 24 h; Potency, µM (doses to about 56.7 µM), hits mostly cytotoxic; AID 651635; 400,000 compounds, 0.49% hits; further: potency means the concentration at half of the fitted maximal effect; nearly all actives have a fitted effect of over 40% in size
Nrf2 block – blocks Nrf2 signaling; A549 ARE-Fluc reporter, luciferase luminescence, 18-24 h; Potency, µM (series often up to 46 µM), inactives show at the highest dose activity change, negative = inhibition, most hits filed as inhibitors; 360,000 compounds, 2.1% hits; further: potency means the concentration at half of the fitted maximal effect; on the % scale 0 is the no-effect control and ±100 the full control effect; nearly all actives have a fitted effect of over 60% in size
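A549 ARE_Fluc cells (5000/well, 5% FBS OPTI-MEM) pre-incubated 2 h, then treated with compounds 18-24 h at 37C/5% CO2 in concentration-response. CellTiter-Fluor viability read first; BugLite luciferase luminescence after 15 min at room temperature gives Nrf2 activity.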
Nrf2 ARE act – activators of Nrf2 (ARE) signaling; 410,000 compounds, 0.31% hits; AID 624171; AREc32 ARE-luciferase reporter (MCF7-derived line), luminescence, 24 h; Potency, µM (doses to about 46.1 µM), inactives show top-dose activation, actives largely listed as activators; further: potency means the concentration at half of the fitted maximal effect; % of control where 0% means no effect; nearly all actives have a fitted effect of over 65% in size
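Luminescent ARE reporter assay in AREc32_Fluc cells: overnight plating at 37 deg C, 24 hr compound incubation, Steady-Glo added, 30 min RT before reading.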
The depositor's hits bear a star; [ ] = remark or other dose. Unless noted, the call rests on the fitted dose curve; in most records, active means well fitted curve in the direction sought with a large enough effect; inconclusive means small, poorly fitted or top-dose-only effect, or another doubt; inactive means no such curve, though single readings can be large; an effect the other way counts as inactive or inconclusive.

For COc1ccc(NC(=O)N2CCC(n3nnc4cc(C)ccc43)CC2)cc1 the results were ATXN2 expr inh -2%, TGFb inhibitor 19%, A549 tox 1%, MCF10A rereplic -2%, IL-1B inflam inh -15, HepG2 viability 4%, S2 tox inactive, Nrf2 block inconclusive and Nrf2 ARE act 4.9%.
For COc1ccc(C(CC(=O)N2CCCCC2)C(C)C)cc1 (stereo not given) the results were ATXN2 expr inh -7%, TGFb inhibitor 15%, A549 tox 1%, MCF10A rereplic inconclusive, HepG2 viability 5%, S2 tox inactive, Nrf2 block 1% and Nrf2 ARE act 0.3%.
`Cc1cc(=O)oc2cc(OCC(=O)OCC(=O)N(C)C3CCS(=O)(=O)C3)ccc12` (stereo not given) gave ATXN2 expr inh -2%, TGFb inhibitor -3%, A549 tox -1%, MCF10A rereplic -1%, IL-1B inflam inh 3, HepG2 viability -4%, S2 tox inactive, Nrf2 block -11% and Nrf2 ARE act -0.5%.
`Cc1nnsc1S(=O)c1ccc(Cl)cc1` (stereo not given) gave TGFb inhibitor -6%, A549 tox 12%, MCF10A rereplic 2%, IL-1B inflam inh -29, HepG2 viability 3%, S2 tox inactive, Nrf2 block -26% and Nrf2 ARE act inconclusive.
CCc1cccc2c(C(=S)N3CCCC3)c[nH]c12 was read as TGFb inhibitor -1%, A549 tox 4%, MCF10A rereplic -2%, IL-1B inflam inh -6, HepG2 viability -13%, S2 tox inactive, Nrf2 block -5% and Nrf2 ARE act 2.8%.
Cc1ccc(C(=O)Nc2cc(C)c(OCC(=O)N3CCOCC3)c(C)c2)cc1 was read as ATXN2 expr inh -14%, TGFb inhibitor 8%, A549 tox -3%, MCF10A rereplic -2%, IL-1B inflam inh -16, HepG2 viability -39%, S2 tox inactive, Nrf2 block inconclusive and Nrf2 ARE act 0.1%.
For CC(C)c1ccc(Nc2cnn(C34CC5CC(CC(CC(=O)O)(C5)C3)C4)c(=O)c2Cl)cc1 the results were ATXN2 expr inh -1%, TGFb inhibitor -11%, A549 tox -2%, MCF10A rereplic 22%, IL-1B inflam inh inconclusive, HepG2 viability -1%, S2 tox inactive, Nrf2 block 1% and Nrf2 ARE act 0.3%.
Screening O=C(O)CC1(CC(=O)NCc2csc(-c3cccs3)n2)CCCCC1 returned TGFb inhibitor -11%, A549 tox 12%, MCF10A rereplic 4%, IL-1B inflam inh 17, HepG2 viability 0%, S2 tox inactive, Nrf2 block 19% and Nrf2 ARE act 10%.
`CCCCc1ccc(NC(=O)CN2NS(=O)(=O)c3ccccc3C2=O)cc1` gave ATXN2 expr inh 13%, TGFb inhibitor -19%, A549 tox -6%, MCF10A rereplic 16%, IL-1B inflam inh 17, HepG2 viability -28%, S2 tox inactive, Nrf2 block inconclusive and Nrf2 ARE act 2.6%.
`CCCCN(Cc1ccccc1)S(=O)(=O)c1cc(Br)cc2c1N(C(=O)C1CC1)CC2` gave ATXN2 expr inh 0%, TGFb inhibitor -1%, A549 tox 6%, HepG2 viability -9%, S2 tox inactive, Nrf2 block -13%[9.27 µM] and Nrf2 ARE act 0.7%.
CC1Cc2cc(-c3csc(NC(=O)CCl)n3)ccc2N1C(=O)C1CC1 (stereo not given) was read as ATXN2 expr inh 23%, TGFb inhibitor -11%, A549 tox 2%, MCF10A rereplic -5%, IL-1B inflam inh 15, HepG2 viability -1%, S2 tox inactive, Nrf2 block 26% and Nrf2 ARE act 0.2%.
For CN(C)C(=O)NC(Nc1ccc(Cl)cc1Cl)C(Cl)(Cl)Cl (stereo not given) the results were ATXN2 expr inh -24%, TGFb inhibitor inconclusive, A549 tox -10%, MCF10A rereplic -4%, IL-1B inflam inh -5, HepG2 viability -23%, S2 tox inactive, Nrf2 block inconclusive and Nrf2 ARE act -0.7%.
`CC(C)[C@H](NC(=O)NC1CCCc2ccccc21)C(=O)O` (stereo not given in full) gave ATXN2 expr inh -7%, TGFb inhibitor -9%, A549 tox 2%, MCF10A rereplic inconclusive, IL-1B inflam inh 24, HepG2 viability -3%, S2 tox inactive, Nrf2 block -6% and Nrf2 ARE act -0.8%.
Clc1ccccc1CN(Cc1ccccc1)c1ncnc2nc[nH]c12 was read as ATXN2 expr inh 3%, TGFb inhibitor inconclusive, A549 tox -4%, MCF10A rereplic inconclusive, IL-1B inflam inh -84*, HepG2 viability -111%, S2 tox inactive, Nrf2 block -19% and Nrf2 ARE act -0.9%.
For Nc1nc(SCc2ccc(Cl)cc2)ns1 the results were ATXN2 expr inh 53%[activator], TGFb inhibitor -5%, A549 tox -4%, MCF10A rereplic -4%, IL-1B inflam inh 20, HepG2 viability -1%, S2 tox inactive, Nrf2 block inconclusive and Nrf2 ARE act 5.3%.
`COC(=O)c1ccc(COC(=O)C2CCN(S(=O)(=O)c3ccccc3C(=O)OC)CC2)cc1` gave ATXN2 expr inh 1%, TGFb inhibitor -23%, A549 tox 8%, MCF10A rereplic -2%, IL-1B inflam inh 33, HepG2 viability -10%, S2 tox inactive, Nrf2 block 5% and Nrf2 ARE act 2.1%.
For CN(C(=O)COC(=O)c1c2c(nc3ccccc13)CCCC2)c1c(N)n(Cc2ccccc2)c(=O)[nH]c1=O the results were ATXN2 expr inh -11%, TGFb inhibitor -13%, A549 tox 6%, MCF10A rereplic 34%, IL-1B inflam inh -54*, HepG2 viability -3%, S2 tox inactive, Nrf2 block -23% and Nrf2 ARE act -0.4%.
For CCc1nnc(SCc2ccc(OC(C)C)cc2)n1N the results were ATXN2 expr inh 9%, TGFb inhibitor 0%, A549 tox 0%, MCF10A rereplic -2%, IL-1B inflam inh 17, HepG2 viability 4%, S2 tox inactive, Nrf2 block inconclusive and Nrf2 ARE act -0.1%.
`Cc1ccc(CNC(=O)COC(=O)c2ccc(S(=O)(=O)N3CCCCCC3)cc2)cc1` gave ATXN2 expr inh -8%, TGFb inhibitor 31%, A549 tox 7%, MCF10A rereplic 5%, IL-1B inflam inh 3, HepG2 viability -1%, S2 tox inactive, Nrf2 block 5% and Nrf2 ARE act 1.5%.
Screening Cc1ccc(OC[C@H](O)[C@H](C)NC(C)C)c2c1CCC2 returned ATXN2 expr inh 2%, TGFb inhibitor 27%, A549 tox 1%, MCF10A rereplic inconclusive, IL-1B inflam inh -14, HepG2 viability -3%, S2 tox inactive, Nrf2 block 9% and Nrf2 ARE act 0.5%.
`COc1cccc(CSc2nc3cc4c(cc3cc2C)OCCO4)c1` gave ATXN2 expr inh 2%, TGFb inhibitor -28%, A549 tox 15%, MCF10A rereplic inconclusive, IL-1B inflam inh 17, HepG2 viability 2%, S2 tox inactive, Nrf2 block 3% and Nrf2 ARE act -0.7%.
For COc1ccccc1C(=O)Nc1ccnn1C1CCN(C(=O)C2CCOC2)CC1 (stereo not given) the results were ATXN2 expr inh 29%, TGFb inhibitor 11%, A549 tox 0%, MCF10A rereplic 0%, IL-1B inflam inh 113, HepG2 viability -1%, S2 tox inactive, Nrf2 block 10% and Nrf2 ARE act -0.8%.
For Cc1c(Cl)cccc1NC(=O)c1noc2c1CCCC2 the results were A549 tox 1%, HepG2 viability 2%, Nrf2 block 14% and Nrf2 ARE act 14%.
Screening COc1ccc(OC)c(NC(=O)COC(=O)CNC(=O)c2ccc(OC)c(OC)c2)c1 returned TGFb inhibitor 5%, A549 tox -10%, MCF10A rereplic 0%, IL-1B inflam inh 6, HepG2 viability -9%, Nrf2 block -2% and Nrf2 ARE act -0.1%.
For Cc1cc(C(=O)Nc2nnc(C3CCCCC3)s2)no1 the results were ATXN2 expr inh 13%, TGFb inhibitor 21%, A549 tox -1%, MCF10A rereplic -3%, IL-1B inflam inh 23, HepG2 viability -1%, S2 tox inactive, Nrf2 block inconclusive and Nrf2 ARE act 0.3%.
`CC(C)Cn1c(CCNC(=O)c2ccco2)nc2ccccc21` gave ATXN2 expr inh 14%, TGFb inhibitor 1%, A549 tox 4%, MCF10A rereplic -1%, IL-1B inflam inh 14, HepG2 viability 10%, S2 tox inactive, Nrf2 block 14% and Nrf2 ARE act 3.3%.
`COc1ccc(CN(CCC(c2ccccc2)c2ccco2)C(=O)c2ccco2)cc1` (stereo not given) gave ATXN2 expr inh -28%, TGFb inhibitor inconclusive, A549 tox -1%, MCF10A rereplic inconclusive, IL-1B inflam inh -22, HepG2 viability 0%, S2 tox inconclusive, Nrf2 block inconclusive and Nrf2 ARE act 3.6%.
For Cc1ccnn1CCC(=O)N1CCCC(CCC(=O)N2CCN(c3ccccn3)CC2)C1 (stereo not given) the results were ATXN2 expr inh -7%, TGFb inhibitor 5%, A549 tox -3%, MCF10A rereplic 8%, IL-1B inflam inh -5, HepG2 viability -1%, S2 tox inactive, Nrf2 block -21% and Nrf2 ARE act -0.1%.
Cc1cccc(C(=O)NC(=S)Nc2ccc(S(=O)(=O)N(C)c3ccccc3)cc2)c1 was read as ATXN2 expr inh -8%, TGFb inhibitor 3%, A549 tox -1%, MCF10A rereplic inconclusive, IL-1B inflam inh 24, HepG2 viability -20%, S2 tox inactive and Nrf2 ARE act 3.0%.
`COc1ccc(NC(=O)N(C)C[C@@H]2OCc3cn(nn3)CCCC(=O)N([C@@H](C)CO)C[C@H]2C)cc1` gave ATXN2 expr inh 12%, TGFb inhibitor 13%, IL-1B inflam inh 17, HepG2 viability -3%, S2 tox inconclusive and Nrf2 ARE act -1.5%.

Ordered by heavy-atom count (low to high): 3 of the compounds above
For Nc1nc(SCc2ccc(Cl)cc2)ns1 the results were ATXN2 expr inh 53%[activator], TGFb inhibitor -5%, A549 tox -4%, MCF10A rereplic -4%, IL-1B inflam inh 20, HepG2 viability -1%, S2 tox inactive, Nrf2 block inconclusive and Nrf2 ARE act 5.3%.
For Cc1c(Cl)cccc1NC(=O)c1noc2c1CCCC2 the results were A549 tox 1%, HepG2 viability 2%, Nrf2 block 14% and Nrf2 ARE act 14%.
Screening COc1ccc(OC)c(NC(=O)COC(=O)CNC(=O)c2ccc(OC)c(OC)c2)c1 returned TGFb inhibitor 5%, A549 tox -10%, MCF10A rereplic 0%, IL-1B inflam inh 6, HepG2 viability -9%, Nrf2 block -2% and Nrf2 ARE act -0.1%.
